# Bioassay records (PubChem BioAssay)
# PAX8 reporter – PAX8 transcriptional activity inhibition. RMG-I TPO-luciferase reporter, SteadyGlo, 24 h. inhibition, % at 12.6 µM. 360,000 tested, 1.2% active. AID 652154;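 active means mean replicate inhibition at least 60% with every replicate also reaching 60%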;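 further: luciferase light reporting Pax8 driven TPO promoter activity; plate controls were median of neutral control wells for no effect and mitoxantrone controls for full effect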
# FN deposit inh – fibronectin deposition inhibition. AH1F fibroblasts, Alexa488-fibronectin deposition fluorescence, overnight. inhibition, % at 12.6 µM. 350,000 tested, 0.086% active;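 active means mean inhibition across replicates of 30% or more, regardless of how many single replicates reach that level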;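 further: positive control wells lacked labelled fibronectin entirely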
#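 Material: AH1F fibroblast monolayer depositing Alexa488-labelled fibronectin into matrix / Amount: 10000 AH1F cells per well / Signal: fluorescence 485/525 nm / Medium: DMEM, 2% serum / Compound: single dose, pinned / Incubation: 1 h cell adhesion before compound, then overnight fibronectin incubation / Reagent: Alexa488-FN, 24 nM final / Read-out: inhibition of fibronectin deposition signal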
# F508del corr – correctors of CFTR F508del function in bronchial epithelial cells. CFBE cells, YFP halide quenching; stimulated with forskolin plus potentiator P3; % fluorescence drop versus neutral controls. activity (quench increase), % at 7.58 µM. 350,000 tested, 0.36% active. AID 720511;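 active means mean added fluorescence quench of at least 8% versus neutral control, with both replicates also reaching 8%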;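 further: cells transiently co-express mutant CFTR-F508del with the halide-sensitive YFP; corrector assay measuring rescue of mutant channel to the surface after 24 h compound exposure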
# EWS-Fli inh – EWS/Fli transcriptional activity inhibition; inhibition, % at 12.6 µM; 350,000 tested, 0.67% active; A673 NR0B1-luciferase reporter, viability-normalised;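 active means mean inhibition of at least 50% after viability correction, with every replicate also passing that limit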;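 further: firefly luciferase signal divided by Alamar Blue viability fluorescence both relative to DMSO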
# miR-122 sensor – inhibitors of miR-122 in Huh7 cells. Huh7 miR-122 Renilla luciferase sensor, 48 h; neutral wells = 0, positive control = 100. activation (reporter increase), % at 12.5 µM. 340,000 tested, 0.3% active;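 active means mean replicate activation score at least 90 and every replicate individually at or above 90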;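 further: higher luciferase means less miR-122 activity so hits act as miR-122 inhibitors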
# GSIS activator – GLuc luminescence reporter in INS-1E cells, primary screen for activators of glucose-dependent secretion of insulin. 370,000 tested, 0.61% active. activation, % at 16.6 µM. INS-1E GLuc reporter insulin secretion, 2-3 h. AID 743287;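 active means lowest replicate activation of at least 40%, so every replicate reaches that level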;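 further: 0% = median of neutral control wells and 100% = median of IBMX positive control wells; some compounds called inactive have numbers as strong as hits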
# DENV2 CPE rescue – inhibitors of DENV2 cytopathic effect; DENV2-infected cells, cytopathic effect rescue, plate reader; CPE inhibition, % at 9.99 µM; 350,000 tested, 1.7% active; AID 651640; in the data active means CPE inhibition above about 20%, passing the limit was not always enough; tested in BHK-21 cells;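 further: 0% = median of neutral control wells and 100% = median of positive control wells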
# The depositor's hits bear a star; nt = no result given; [ ] = remark or other dose.
# Sequence of screens: PAX8 reporter	FN deposit inh	F508del corr	EWS-Fli inh	miR-122 sensor	GSIS activator	DENV2 CPE rescue
COc1ccc(-c2nc3ccc(Cl)cn3c2Cc2ccccc2C(F)(F)F)cc1OC
 : -6	1	3.4	-20	-3	-2	-14
COc1ccccc1NC(=O)NC[C@@H]1CC[C@@H]2[C@@H](CN2S(=O)(=O)c2ccc(Cl)cc2)O1
 : 8	nt	0.8	-2	nt	nt	1
C[C@@H]1CN([C@H](C)CO)C(=O)Cc2cc(NC(=O)CCCCCC(=O)Nc3ccccc3N)ccc2O[C@@H]1CN(C)C(=O)Nc1ccc(F)cc1
 : nt	-15	-1.6	4	9[16.7 µM]	12	2
Cc1ccc(SCCN2C(=O)NC(C)(C)C2=O)cc1
 : nt	nt	-3.1	8	-13	3	-1
COc1ccccc1/C=C/CN1CCSCC1
 : 4	-9	-1.0	0	-6	1	5
O=C(NCCC(c1ccccc1)c1ccccc1)c1cnccn1
 : -25	-7	nt	nt	-2	-1	nt
COc1ccc(Cl)cc1NC(=O)c1nc2nc(C)cc(C(F)F)n2n1
 : 6	7	2.4	-3	-5	15	-5
COCO/C=C(\NC(C)=O)c1ccccc1
 : -10	1	1.7	-14	0	nt	-12
COc1ccc(N2CC(NC(=O)NCCC(C)C)CC2=O)cc1 (configuration not stated)
 : 8	5	nt	9	nt	18	-5
Cc1ccc(NC(=O)CC2=NC(=O)C(CC(=O)Nc3ccccc3F)S2)cc1 (configuration not stated)
 : 1	-1	-0.5	-35	10	-7	3
C[C@H](CO)N1C[C@H](C)[C@H](CN(C)Cc2ccc3c(c2)OCO3)OCCCC[C@H](C)Oc2ccc(NC(=O)CCCN(C)C)cc2C1=O
 : 12	nt	-0.2	-4	-8[16.7 µM]	-3	-3
CCN(CC)C(=O)C1=C(C)N(Cc2ccccc2)C(=O)C(CC(=O)NCCCN(C)C)C1 (configuration not stated)
 : 4	-6	-1.3	0	4	-2	-7
CC(=O)Nc1ccc(NC(=O)c2ccc([N+](=O)[O-])cc2Cl)cc1
 : -1	14	-0.5	8	nt	-1	9
CC(NC(=O)c1ccc(F)cc1)C1CC2CCC1C2 (configuration not stated)
 : -3	0	0.8	-9	-3	-2	10
COc1cccc(CN2CC(C(=O)NCCn3cccn3)CCC2=O)c1 (configuration not stated)
 : -9	1	-1.4	nt	-5	7	0
CCC(=O)N1CC2(C1)[C@H](c1ccc(-c3ccc(F)cc3)cc1)[C@H](CO)N2C(C)=O
 : nt	1	0.3	5	nt	-10	1
O=C(Cc1ccccc1)N1CC[C@@H]2[C@H]1c1cc(-c3ccccc3)ccc1N[C@@H]2CO
 : 62*	1	-0.8	12	-18[16.7 µM]	-6	-10
CC(C)NC(=O)N(C)C[C@H]1Oc2cc(C#CC3CC3)ccc2S(=O)(=O)N([C@H](C)CO)C[C@@H]1C
 : nt	nt	0.0	-4	35[16.7 µM]	10	-4
C/C=C/c1ccc([C@@H]2[C@@H](CO)N(Cc3ccccn3)[C@H]2CNC(=O)CC)cc1
 : 1	4	-0.4	0	-83[16.7 µM]	4	nt
C#CCNC(=O)C1=C[C@@H](c2ccc(Br)cc2)C[C@@H](OCCCCO)O1
 : -7	1	0.1	6	12	-5	-8
CCOC(=O)/C(C#N)=C\c1ccc(N2CCN(C/C=C/c3ccccc3)CC2)cc1
 : -9	3	0.3	-1	nt	-17	-6
CCN1C(=O)/C(=C2/C=Cc3cc(C)ccc3N2CC)N(C)C1=S
 : 0	12	0.6	-1	-11	-14	nt
Cc1ccc(-n2c(C)cc(/C=N/NC(=O)c3ccc(CN4CCOCC4)cc3)c2C)cc1
 : nt	4	nt	nt	-4	0	nt
O=C(/C=C/c1ccccc1F)N1CCN(c2ccccn2)CC1
 : -13	-3	1.3	-22	3	0	4
C[C@@H]1CN([C@H](C)CO)S(=O)(=O)c2ccc(C#Cc3ccccn3)cc2O[C@@H]1CN(C)Cc1cccc(F)c1
 : nt	nt	0.3	12	22[16.7 µM]	-37	9
O=C(C[C@H]1CC[C@@H]2[C@H](COC[C@@H](O)CN2Cc2ccncc2)O1)NCC1CC1
 : 5	-6	3.3	6	3[16.7 µM]	-5	-5
CCc1cccc2c1NC(=O)[C@]21[C@@H]2C(=O)N(Cc3ccccc3)C(=O)[C@@H]2[C@@H]2CCCN21
 : 24	9	nt	nt	-10	nt	nt
COC(=O)c1cccc(NC(=S)Nc2cc(Cl)ccc2OC)c1
 : -23	-10	-1.6	-3	nt	nt	2
Cc1ccc(S(=O)(=O)N(C)C[C@H]2OCCCC[C@@H](C)Oc3ccc(NS(=O)(=O)c4c(C)noc4C)cc3C(=O)N([C@H](C)CO)C[C@@H]2C)cc1
 : -21	-1	-0.6	15	-4[16.7 µM]	20	7
CC(=O)Nc1ccc2c(c1)C(=O)N(C)[C@@H]1CC[C@@H](CC(=O)NC3CCCCC3)O[C@H]1CO2
 : -1	-14	-1.6	2	33[16.7 µM]	0	-4
CC(C)Cn1cnc2c(SCc3ccccc3Cl)nc(N)nc21
 : -51	14	-2.2	-71	nt	-16	6
C[C@@H]1CN([C@H](C)CO)C(=O)Cc2cc(NC(=O)Nc3ccccc3)ccc2O[C@H]1CN(C)Cc1ccncc1
 : -4	nt	2.6	-12	-8[16.7 µM]	4	10
CCCc1cc(CN(C)C(=O)CC2C(=O)NCCN2Cc2ccccc2C)[nH]n1 (configuration not stated)
 : -5	-1	-0.1	1	nt	6	8
COc1cc(C(=O)Nc2cccc(-c3nc4cc(C)ccc4o3)c2)cc(OC)c1OC
 : 42	7	4.2	-64	nt	nt	-8
COc1ccc(S(=O)(=O)Cc2ccc(C(=O)N3CCN(c4ccccc4F)CC3)o2)cc1
 : 6	0	2.5	16	-8	-30	6
CCc1ccc(NC(=O)CCS(=O)(=O)c2ccc(Cl)cc2)cc1
 : -13	1	-0.9	2	6	-14	-2
CNC(=S)N/N=C(\C)c1ccc(N2CCOCC2)cc1
 : -39	11	6.1	-24	-7	-1	-1
S=c1sc(SCCOc2ccccc2)nn1-c1ccccc1
 : 4	-6	nt	0	-4	0	-1
COc1ccc(CNCc2cc(Cl)ccc2O)cc1
 : 10	4	-0.2	-10	1	8	11
COc1cc2nc(NC(=O)c3ccccc3)[nH]c(=O)c2cc1OC
 : 7	2	nt	nt	-2	nt	nt
O=C(CSc1nnc(-c2cccnc2)n1Cc1ccccc1)NCc1ccco1
 : nt	nt	-1.3	7	-5	4	1
CCCNC(=O)N1CC2(CN(Cc3ccncc3)C2)c2c(n(C)c3cc(OC)ccc23)[C@@H]1CO
 : nt	nt	0.5	-3	nt	20	-8
CC(C)NC(=O)N(C)C[C@@H]1Oc2c(NC(=O)Nc3ccc(F)cc3)cccc2C(=O)N([C@H](C)CO)C[C@@H]1C
 : -4	5	4.4	-2	-2[16.7 µM]	-7	9
COCC(=O)Nc1ccc2c(c1)C(=O)N(C)C[C@@H](OC)[C@@H](C)CN(C(=O)COC)[C@@H](C)CO2
 : 3	-8	nt	3	1[16.7 µM]	3	3
CCOc1ccc(OCC(=O)Nc2c3c(nn2C(C)(C)C)CS(=O)(=O)C3)cc1
 : 9	6	0.1	1	nt	-7	2
CO[C@H]1CN(C)C(=O)c2ccc(NC(=O)NC(C)C)cc2OC[C@H](C)N(CC2CC2)C[C@@H]1C
 : 2	nt	2.1	-5	-6[16.7 µM]	0	-7
Cc1ccccc1NC(=O)COc1ccc2c(c1)OC(C)(C)CC2=O
 : -13	1	0.0	0	7	10	-4
COc1cccc(C(=O)Nc2ccc3c(c2)C(=O)N(C)C[C@@H](OC)[C@@H](C)CN(CC2CC2)[C@H](C)CO3)c1
 : -5	-19	-0.2	-4	nt	6	-4
Cc1[nH]n(-c2ccccc2)c(=O)c1N=Nc1ccc(C(=O)O)cc1
 : 17	7	-0.1	-2	7	5	-2
CCOC(=O)C1CCN(C2=NC(=O)/C(=C/c3ccc(OC)c(OC)c3)S2)CC1
 : 25	10	-1.2	6	0	11	2

# Remaining list, next part:
# Sequence of screens: PAX8 reporter	FN deposit inh	F508del corr	EWS-Fli inh	miR-122 sensor	GSIS activator	DENV2 CPE rescue
CC(C)(C)NC(=O)CSc1nnc(-c2ccncc2)o1
 : 30	8	-4.0	-2	nt	-2	7
NS(=O)(=O)c1ccc(NC(=O)Nc2ccc3c(c2)OCO3)cc1
 : -111	2	1.8	nt	nt	19	4
Cc1onc(-c2ccccc2)c1-c1nnc(COC(=O)c2ccc(F)cc2)o1
 : -2	5	-1.6	0	-6	nt	5
O=S(=O)(c1ccc(SCc2c(F)cccc2Cl)nc1)N1CCCC1
 : -17	-3	-3.4	-1	1	-9	-2
COc1ccc(S(=O)(=O)N2C[C@H](O)COC[C@H]3O[C@H](CC(=O)N(C)C)CC[C@@H]32)cc1
 : 15	-2	-0.3	-7	8[16.7 µM]	13	2
Cc1cc(C)cc(C(=O)N2CCC(CCC(=O)NC3CC3)CC2)c1
 : -4	3	1.3	8	0	3	0
CC(CCc1ccccc1)NS(=O)(=O)c1ccccc1F (configuration not stated)
 : -9	2	-1.4	3	18	-3	-3
Cc1cc(NC(=O)c2cccnc2)ccc1NC(=O)c1ccco1
 : 1	nt	nt	nt	-5	24	nt
CCOc1ccc(NC(=O)CSc2nnc(Cn3cnc([N+](=O)[O-])n3)n2CC)cc1
 : -7	nt	-1.2	7	nt	7	2
Cc1noc(C)c1NC(=O)N(C)C[C@@H]1OCCCC[C@H](C)Oc2ccc(NC(=O)Cc3ccccc3)cc2C(=O)N([C@@H](C)CO)C[C@@H]1C
 : nt	nt	-1.3	-3	-6[16.7 µM]	-1	2
COc1ccc(N2CC(C(=O)Nc3ccccc3N3CCCC3)CC2=O)c(OC)c1 (configuration not stated)
 : 20	0	3.8	34	nt	3	4
CN1C(=O)C2(OCC(CO)([N+](=O)[O-])CO2)c2ccccc21 (configuration not stated)
 : -3	-1	1.4	34	-3	20	8
O=C(CSc1ncn[nH]1)c1ccc(OC(F)F)cc1
 : 3	-6	2.9	-1	nt	37	3
Cc1c(C(=O)OCC(=O)NC(C)c2ccccc2)oc2ccccc12 (configuration not stated)
 : 11	1	0.0	12	-4	10	-3
CO[C@@H]1CN(C)C(=O)c2ccc(NC(=O)c3cccc(F)c3)cc2OC[C@H](C)N(C(C)=O)C[C@H]1C
 : nt	nt	0.9	-4	-1[16.7 µM]	3	2
NC(=O)c1sc2nc3c(cc2c1N)CCC3
 : -92	-7	-2.5	-74	-9	2	4

# Molecules shown so far that have a Cl atom:
# Sequence of screens: PAX8 reporter	FN deposit inh	F508del corr	EWS-Fli inh	miR-122 sensor	GSIS activator	DENV2 CPE rescue
COc1ccc(-c2nc3ccc(Cl)cn3c2Cc2ccccc2C(F)(F)F)cc1OC
 : -6	1	3.4	-20	-3	-2	-14
COc1ccccc1NC(=O)NC[C@@H]1CC[C@@H]2[C@@H](CN2S(=O)(=O)c2ccc(Cl)cc2)O1
 : 8	nt	0.8	-2	nt	nt	1
COc1ccc(Cl)cc1NC(=O)c1nc2nc(C)cc(C(F)F)n2n1
 : 6	7	2.4	-3	-5	15	-5
CC(=O)Nc1ccc(NC(=O)c2ccc([N+](=O)[O-])cc2Cl)cc1
 : -1	14	-0.5	8	nt	-1	9
COC(=O)c1cccc(NC(=S)Nc2cc(Cl)ccc2OC)c1
 : -23	-10	-1.6	-3	nt	nt	2
CC(C)Cn1cnc2c(SCc3ccccc3Cl)nc(N)nc21
 : -51	14	-2.2	-71	nt	-16	6
CCc1ccc(NC(=O)CCS(=O)(=O)c2ccc(Cl)cc2)cc1
 : -13	1	-0.9	2	6	-14	-2
COc1ccc(CNCc2cc(Cl)ccc2O)cc1
 : 10	4	-0.2	-10	1	8	11
O=S(=O)(c1ccc(SCc2c(F)cccc2Cl)nc1)N1CCCC1
 : -17	-3	-3.4	-1	1	-9	-2
